Source: PubChem BioAssay (Sanford-Burnham Center for Chemical Genomics)
SENP1 inh: human SENP1 catalytic domain inhibitors, primary screen, biochemical, FRET, uHTS; recombinant SENP1 catalytic domain, CyPet-SUMO1-YPet FRET cleavage; inhibition, % at 10 µM; AID 624204, 2012; actives 0.21% (n = 360,000); Sentrin-specific protease 1 (Homo sapiens), Q9P0U3;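 active means inhibition at least 30% at 10 µM, raw YFP signal under a set limit, fluorescence ratio 0.5 to 1.5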;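 further: 0% = enzyme with DMSO and 100% = no enzyme wells; some results filed as inactive read as strong as hits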
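Material: hSENP1 catalytic domain, recombinant; medium: Tris pH 8 with BME, BSA, NP40 and catalase; compound: single concentration of 10 µM compound, 0.5% DMSO final; technique: FRET read of cyan and yellow fluorescence; timing: 50 min enzyme reaction, room temperature, light-protected; reagent: SFCypet-SUMO1-SFYpet substrate at 25 nM; control set: no-enzyme low, enzyme-DMSO high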
Apaf1 inhib: inhibitors of human Apaf-1 apoptosome, primary screen, biochemical, DEVD-Rh110 fluorescence, uHTS. reconstituted apoptosome caspase-3 activity. Apoptotic protease-activating factor 1 (Homo sapiens), O14727. AID 489030, 2010. actives 0.71% (n = 330,000). inhibition, % at 20 µM; active means inhibition of at least 40% at 20 µM;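 further: plate controls were DMSO wells for no effect and DEVD-CHO caspase inhibitor wells for full effect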
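Material: reconstituted apoptosome with Apaf-1, cytochrome c, caspase-9, procaspase-3, dATP / Buffer or medium: pH 7.5 Hepes buffer with CHAPS, BSA, DTT / Also added: cytochrome c with DEVD-Rh110 / Schedule: compound with Apaf-1, dATP, procaspase-3 30 min, then 50 min reaction, room temperature / Technique: rhodamine 110 fluorescence at Ex 480/Em 540 nm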
SENP6 block: SENP6 protease inhibitors, primary screen, biochemical, luminescence, uHTS. inhibition, % at 10 µM. Recombinant SENP6 catalytic domain, aminoluciferin luminescence. actives 1.8% (n = 330,000). Sentrin-specific protease 6 (Homo sapiens), Q9GZR1;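 active means inhibition above about 50% at the single tested dose, limit read from the data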;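 further: plate controls were DMSO wells with enzyme for no effect and DMSO wells lacking enzyme for full effect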
SENP8 block-1: SENP8 protease inhibitors, primary screen, biochemical, luminescence; Sentrin-specific protease 8 (Homo sapiens), Q96LD8; purified SENP8, Z-RLRGG-aminoluciferin cleavage; inhibition, % at 10 µM; actives 1.2% (n = 330,000); AID 2540, 2010; in the data active means inhibition above about 50%
Target sequence (Q96LD8 whole entry, looked up): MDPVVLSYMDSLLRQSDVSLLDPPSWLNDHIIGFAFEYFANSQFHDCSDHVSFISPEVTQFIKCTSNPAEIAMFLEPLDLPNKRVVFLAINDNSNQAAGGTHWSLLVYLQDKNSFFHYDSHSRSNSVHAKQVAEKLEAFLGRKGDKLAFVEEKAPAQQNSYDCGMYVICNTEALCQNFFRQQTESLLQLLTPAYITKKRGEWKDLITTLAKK
PfGluPho inh: PfG6PD enzyme inhibitors, primary screen, biochemical, fluorescence intensity, uHTS; PfGluPho enzyme, NADPH resazurin-diaphorase fluorescence; glucose-6-phosphate dehydrogenase-6-phosphogluconolactonase (Plasmodium falciparum 3D7); actives 0.78% (n = 350,000); inhibition, % at 20 µM; AID 504690, 2011;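 active means inhibition reaching at least a set limit at 20 µM in the primary screen, cut at about 59% in these data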;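 further: 0% = DMSO wells with substrate and 100% = DMSO wells lacking glucose-6-phosphate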
SENP8 block-2: human SENP8 protease inhibitors, primary screen, biochemical, fluorescence, Nedd8 protein substrate, uHTS; Sentrin-specific protease 8 (Homo sapiens), Q96LD8; inhibition, % at 20 µM; actives 0.64% (n = 360,000); recombinant SENP8; AID 602440, 2012; in the data active means inhibition mostly above about 40%, no sharp cut-off; inactive means mostly below about 27%
HKDC1 inhibitor: HKDC1 hexokinase inhibitors, primary screen, biochemical, fluorescence, uHTS; Q2TB90; recombinant HKDC1, G6PDH/diaphorase resazurin coupled fluorescence; inhibition, % at 20 µM; actives 0.16% (n = 340,000); AID 493160, 2011;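 active means inhibition above about 35% when tested at 20 µM, limit read from the data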;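 further: plate controls were DMSO wells with enzyme for no effect and DMSO wells lacking enzyme for full effect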
Target sequence (Q2TB90 whole entry, looked up): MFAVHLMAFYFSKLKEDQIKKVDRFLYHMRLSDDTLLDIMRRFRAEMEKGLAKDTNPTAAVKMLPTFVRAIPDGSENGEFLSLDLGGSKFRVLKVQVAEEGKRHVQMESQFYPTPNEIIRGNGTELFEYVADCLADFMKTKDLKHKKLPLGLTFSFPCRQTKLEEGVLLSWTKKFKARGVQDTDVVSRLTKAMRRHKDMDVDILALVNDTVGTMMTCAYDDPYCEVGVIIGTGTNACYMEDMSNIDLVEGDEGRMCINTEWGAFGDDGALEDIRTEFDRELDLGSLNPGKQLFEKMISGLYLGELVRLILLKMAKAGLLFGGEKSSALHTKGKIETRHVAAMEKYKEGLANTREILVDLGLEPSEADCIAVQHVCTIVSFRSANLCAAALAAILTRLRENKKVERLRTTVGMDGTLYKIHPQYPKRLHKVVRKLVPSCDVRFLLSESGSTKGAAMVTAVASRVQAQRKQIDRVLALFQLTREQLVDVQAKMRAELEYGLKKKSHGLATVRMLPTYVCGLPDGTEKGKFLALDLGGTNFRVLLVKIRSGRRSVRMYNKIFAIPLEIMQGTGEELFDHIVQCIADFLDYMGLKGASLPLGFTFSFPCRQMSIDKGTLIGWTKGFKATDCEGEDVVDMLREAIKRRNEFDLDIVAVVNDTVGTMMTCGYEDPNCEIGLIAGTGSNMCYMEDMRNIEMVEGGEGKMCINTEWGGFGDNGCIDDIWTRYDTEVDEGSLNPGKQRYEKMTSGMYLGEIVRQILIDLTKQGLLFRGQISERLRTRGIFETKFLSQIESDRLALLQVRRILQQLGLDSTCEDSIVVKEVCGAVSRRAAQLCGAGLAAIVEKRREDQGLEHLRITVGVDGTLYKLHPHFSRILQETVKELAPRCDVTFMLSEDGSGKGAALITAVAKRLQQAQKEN
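Assay system: in-house recombinant HK5 (HKDC1) enzyme. Input: HKDC1 at 5 µg/mL. Medium: Tris pH 8.0 buffer with MgCl2, Tween-20, BSA, BME. Dosing: single 20 µM dose. Schedule: 90 min reaction incubation at room temperature, dark. Signal: resazurin-to-resorufin fluorescence via G6PDH and diaphorase coupling, 525/613 nm. Controls: DMSO-enzyme wells negative, buffer-substituted wells positive.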
SENP7 inh: SENP7 protease inhibitors, primary screen, biochemical, luminescence, uHTS | Sentrin-specific protease 7 (Homo sapiens), Q9BQF6 | recombinant SENP7, Z-RLRGG-aminoluciferin luminescence, 40 min | AID 434973, 2010 | actives 1.5% (n = 330,000) | inhibition, % at 5 µM;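 active means inhibition above about 50% at the single test dose, limit read from the data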;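 further: plate controls were DMSO with enzyme for no effect and no enzyme buffer wells for full effect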
Active calls of the source: *; i = inactive; / = not tested or not shown. The order is random; any-hit rate near 3.6%.

SMILES	SENP1 inh	Apaf1 inhib	SENP6 block	SENP8 block-1	PfGluPho inh	SENP8 block-2	HKDC1 inhibitor	SENP7 inh
O=C1CN(C(=O)COC(=O)c2cccc(Br)c2)c2ccccc2N1	0.5	9.9	-10.9	0.9	-7.3	5.8	-1.5	7.6
CCC(Cc1ccccc1)NC(=O)CSc1ccsc1[N+](=O)[O-] (stereo not drawn)	1.8	15.5	-8.7	-7.7	15.4	25.0	4.6	-10.2
COC(=O)c1ccccc1NC(=O)COC(=O)Cc1ccc(S(=O)(=O)N2CCOCC2)s1	1.1	/	/	/	0.2	-22.7	1.2	/
C=CCn1c(=N)n(CC(=O)c2ccc(Cl)cc2)c2ccccc21	0.3	8.0	-1.6	-6.1	30.4	21.4	-8.3	4.1
CCN(CC)S(=O)(=O)c1cc(NC(=O)CCCOc2ccc(C(C)=O)cc2)ccc1C	1.8	7.8	1.2	0.0	-3.9	15.7	-5.2	5.5
CC(C)C[C@H]1CN=C(Nc2ccccc2)N1CCC1CCCCC1	-0.9	19.6	-2.3	2.5	1.0	-0.1	-1.6	5.5
Cc1ccc(NS(=O)(=O)c2cccc(C(=O)NNC(=O)c3cccn3C)c2)c(C)c1	0.6	10.8	-2.8	-10.7	-18.3	4.4	0.0	6.2
COc1cc(/C=C(\NC(C)=O)C(=O)O)cc(OC)c1OC	2.2	-11.5	-9.7	-3.2	7.4	24.1	1.1	5.4
COc1ccc(-c2cc(C(=O)OCC(=O)NC3CC3)c3ccccc3n2)cc1	-13.1	9.9	-8.2	-4.1	10.1	i	3.7	-4.0
CCc1c(C)sc(NC(=O)c2cccs2)c1C(N)=O	-12.0	-9.4	-1.7	-7.7	71.0*	-116.5	-2.1	-12.3

Four successive compounds already listed, for reference:
SMILES	SENP1 inh	Apaf1 inhib	SENP6 block	SENP8 block-1	PfGluPho inh	SENP8 block-2	HKDC1 inhibitor	SENP7 inh
Cc1ccc(NS(=O)(=O)c2cccc(C(=O)NNC(=O)c3cccn3C)c2)c(C)c1	0.6	10.8	-2.8	-10.7	-18.3	4.4	0.0	6.2
COc1cc(/C=C(\NC(C)=O)C(=O)O)cc(OC)c1OC	2.2	-11.5	-9.7	-3.2	7.4	24.1	1.1	5.4
COc1ccc(-c2cc(C(=O)OCC(=O)NC3CC3)c3ccccc3n2)cc1	-13.1	9.9	-8.2	-4.1	10.1	i	3.7	-4.0
CCc1c(C)sc(NC(=O)c2cccs2)c1C(N)=O	-12.0	-9.4	-1.7	-7.7	71.0*	-116.5	-2.1	-12.3

(more compounds)
SMILES	SENP1 inh	Apaf1 inhib	SENP6 block	SENP8 block-1	PfGluPho inh	SENP8 block-2	HKDC1 inhibitor	SENP7 inh
O=C1c2ccccc2C(=O)N1CCC#Cc1ccc2cc(C3(O)CCCCC3)oc(=O)c2c1	1.7	16.5	-5.8	-2.9	0.6	-27.6	-5.8	2.9
O=C(Cc1nnc(NC(=O)c2ccccc2)s1)N/N=C/c1ccco1	-8.6	2.7	-13.2	-6.6	-5.0	-10.5	-5.5	-4.6
C=CCC1c2cccc(C(=O)O)c2C(=O)N1c1cccc(C)c1 (stereo not drawn)	0.9	9.1	-25.5	-1.2	0.1	-2.1	7.7	-1.9
O=C(CCl)NN1C(=O)NC(c2ccccc2)(c2ccccc2)C1=O	-0.1	1.3	-4.4	3.1	-13.3	16.8	-3.8	-2.5
CC1(C)CC2CC(C)(CN2C(=O)c2cccs2)C1 (stereo not drawn)	-1.1	-94.7	-12.0	-3.3	4.0	2.9	-2.6	-1.9
CC(C)C[C@H](NC(=O)c1nc[nH]c1C(=O)N1CCc2ccccc2C1)C(=O)OCc1ccccc1	-4.1	29.8	-2.9	-0.4	5.5	36.1	6.4	6.1
NC(=O)NN=C1C2CCCC1C(c1ccccc1)NC2c1ccccc1 (stereo not drawn)	-0.1	2.1	-6.2	-5.1	-6.7	19.6	2.0	1.0
O=C1C2C(C(=O)N1Cc1ccco1)C1C=CC2C12CC2 (stereo not drawn)	1.2	-8.1	13.0	2.1	-7.0	7.0	-4.2	2.4
Cc1c(Cl)cccc1NC(=O)C(=O)NNS(=O)(=O)c1ccc(F)cc1	0.7	3.7	-9.5	-3.5	-30.3	12.6	-4.3	-9.1
COc1cccc(-c2nnn(CCC(=O)O)n2)c1	1.1	4.5	10.7	-10.1	-6.2	31.2	-2.6	6.4
O=C(COC(=O)C1CCN(c2ccc(C(F)(F)F)cn2)CC1)NC1CCCCC1	1.6	21.3	-6.1	2.5	9.8	-28.4	-0.7	4.5
CSc1ccccc1NC(=O)c1ccccc1C	2.5	-3.2	-16.4	-5.9	-10.7	1.8	-10.6	8.5
O=C1N=c2ccccc2=C1c1c(O)[nH]c2c(C(F)(F)F)cccc12	-1.3	-2.6	-2.2	5.8	22.3	0.6	8.2	4.5
CCOC(=O)c1cc2sc(C)cc2n1CCCN1C(=O)c2ccccc2C1=O	0.9	19.6	-4.8	-11.6	35.3	13.5	2.1	-8.3
CC(Oc1ccc(F)cc1)C(=O)Oc1ccc(N(C)S(=O)(=O)c2ccccc2)cc1 (stereo not drawn)	4.5	8.0	-14.5	-11.2	23.0	6.1	0.7	-10.7
O=C(NCc1ccc2c(c1)OCO2)C1CC(=O)N(c2ccc(Cl)cc2)C1 (stereo not drawn)	-0.3	5.2	-17.7	3.9	-4.8	-13.8	2.4	-1.1
Cc1ccc(OCC(=O)NNC(=O)c2cc3ccccc3o2)cc1	1.7	-0.6	-11.6	-6.9	-7.5	-3.3	0.0	-8.2
O=C(c1cc(C(=O)NCCc2ccccc2)c(=O)n(CCc2ccccc2)c1)c1cc(Cl)ccc1O	-10.4	10.1	6.3	2.3	3.4	9.5	-4.5	3.6
CSCC[C@H](NC(=O)OC(C)(C)C)C(=O)N1CCC(C(=O)NCC(=O)Nc2ccc(C)cc2)CC1	0.9	12.0	7.3	6.1	-3.6	28.9	-2.4	15.3
CCCc1nnc(NC(=O)COc2ccc3c(c2)OCO3)s1	3.2	5.1	-25.8	0.7	13.8	-0.5	-3.8	-0.5
Cc1c(C#N)c2ccccc2n1CC(=O)NCCc1c[nH]c2ccccc12	-70.3	1.4	-1.4	10.8	18.7	-23.3	5.4	-6.4
Cc1ccc(NC(=O)c2ccc3c(c2)OCCO3)cc1S(=O)(=O)Nc1cccc(Cl)c1	-0.8	9.9	4.5	0.3	4.3	3.1	-2.7	8.0
O=C1CCN(Cc2ccccc2)S(=O)(=O)c2ccc(F)cc21	0.0	-0.2	2.0	-1.5	15.1	14.6	2.3	-0.2
Oc1c(Cl)cc(Cl)cc1CNc1ccccn1	-3.6	0.5	10.5	-8.7	3.1	6.0	2.1	-0.4
O=C(/C=C1\NCC2c3ccccc3CCN2C1=O)c1ccccc1 (stereo not drawn)	-23.1	4.4	-7.2	0.2	-13.9	-29.4	-2.6	6.0
O=C(NCCS(=O)(=O)N1CCN(c2ccccc2F)CC1)c1ccco1	6.2	-3.6	-2.7	3.9	-2.1	11.2	-3.5	-1.2
COc1ccc2oc(=N)c(C(=O)Nc3cccc(C)c3C)cc2c1	-12.9	18.6	21.4	-8.1	-10.3	-13.8	-6.2	42.2
O=C(NC(=S)N1CCCC1)c1ccc(Cl)cc1	1.8	-5.2	9.6	6.7	14.5	8.6	-3.6	-11.7
CCCOc1ccc(-c2c(C(=O)N/N=C/c3cccs3)nnn2-c2nonc2N)cc1	1.9	5.5	-26.4	1.6	7.0	-12.6	8.0	6.4
O=C1c2ccc([N+](=O)[O-])cc2C(=O)N1Cc1cccnc1	1.8	10.0	7.4	3.1	1.2	18.5	0.1	12.7
COc1ccccc1/C=C/C(=O)OC(C)CN1CCOCC1 (stereo not drawn)	1.2	3.8	-15.9	-0.9	-2.0	-185.3	-3.4	2.4
COCCNC(=O)[C@@]1(C)C=C[C@@H](Cc2ccccc2)N1C(=O)c1ccccc1	-4.1	4.3	-12.0	-10.0	0.0	-31.9	-4.1	-5.8
CC(=O)N1CCC(C(=O)N2CCN(S(=O)(=O)c3ccc(F)cc3)CC2)CC1	-1.0	6.3	-12.1	-0.4	1.4	3.6	-6.6	2.4
Cn1cnnc1SCC(=O)Nc1ccc(S(=O)(=O)N2CCCC2)cc1	0.8	-10.2	2.6	-3.0	5.2	1.7	10.7	-7.7
N#CC(=C(c1ccccc1)c1ccccc1)c1ccccc1	0.3	/	/	/	-10.7	6.7	-4.1	/
Cc1cc(NC(=O)CSCC(=O)N(C)Cc2c(F)cccc2Cl)no1	0.1	27.9	-3.7	-4.3	-7.2	16.4	0.3	0.6
COc1ccc(CC(=O)Nc2ccc(S(=O)(=O)Nc3ncccn3)cc2)cc1	-4.9	1.1	-17.1	-3.2	-6.9	-5.3	4.2	9.8
CCCSc1ccc([C@@H]2[C@@H]3C(=O)N(CC)C(=O)[C@@H]3[C@]3(C(=O)OC)CCCCN23)cc1	-1.6	28.6	-23.6	-10.5	-3.2	2.0	2.9	-6.2
O=C1CS/C(=N\c2ccccn2)N1C1CCCCC1	4.0	20.6	-9.7	-8.3	-13.7	10.5	-7.4	-3.2
COc1ccc(/C=C2/SC(=S)N(CCC(=O)N3CCN(C)CC3)C2=O)cc1	-24.6	17.8	-8.5	-20.1	-5.5	36.8*	-2.6	-14.1
CCOC(=O)C1=C(C)Nc2[nH]c(=O)[nH]c(=O)c2C1c1cccs1 (stereo not drawn)	0.5	12.7	-4.3	0.0	3.0	-34.4	-6.5	-1.4
COc1ccccc1/C=C/C=NC1C(=O)N(c2ccccc2)[N+](C)=C1C (stereo not drawn)	1.8	0.0	-16.8	-3.8	-2.9	11.4	-1.9	-3.9
O=C(NC1=NCCS1)c1ccccc1OCc1ccccc1Cl	0.6	3.9	-15.7	-3.8	-16.6	7.6	-6.1	-1.4
COc1ccc(OC)c(NC(=O)c2cccc(NC(=O)c3ccccc3)c2)c1	1.7	5.2	25.1	0.7	-1.5	0.9	-4.1	-0.4
Cc1cc(NC(=O)CCC(=O)N(c2ccc(C)c(F)c2)C(C(=O)NC2CCCC2)c2ccco2)no1 (stereo not drawn)	1.2	24.6	-20.2	2.0	-6.9	8.5	-3.4	3.9
Nc1nonc1C(=O)OCC(=O)N1CCOCC1	2.2	12.9	6.6	-3.7	6.3	11.5	-5.9	7.5
COc1ccc(C(=O)NC(C(=O)NCc2ccccc2OC)C(C)C)cc1 (stereo not drawn)	0.2	-2.5	-2.2	1.4	4.9	14.5	-6.8	7.2
CCCCCCCCCCC(=O)Nc1cccnc1	/	9.8	5.0	-2.5	/	/	/	-7.7
